# NIH3T3 tox – Cytotoxic Profiling in NIH 3T3 Cell Line of Diverse Libraries Using Quantitative High-Throughput Screening. NIH 3T3 viability, CellTiter-Glo ATP luminescence, 48-72 h. Potency, µM (series often up to 96.7 µM), inactives show at the highest dose activity change, negative = cytotoxicity, hits mostly inhibitors. 94,000 compounds, 4.3% hits. AID 1345082, 2018; note: potency is the fitted concentration of half-maximal effect; nearly all actives have a fitted effect of over 55% in size
#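 ATP-dependent luminescence (CellTiter-Glo) served as the viability signal for NIH 3T3 cells treated with compound for 48 or 72 hr at 37 °C.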
# HEK293 tox – Cytotoxic Profiling in HEK 293 Cell Line of Diverse Libraries Using Quantitative High-Throughput Screening; Potency, µM (highest dose often 115 µM), without a hit: top-dose activity change, negative = cytotoxicity, actives largely listed as inhibitors; 94,000 compounds, 6.6% hits; HEK 293 viability, ATP luminescence (CellTiter-Glo), 48-72 h; note: potency is the fitted concentration of half-maximal effect; nearly all actives have a fitted effect of over 60% in size
#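 ATP-coupled CellTiter-Glo luminescence served as viability read-out, recorded 10 min after reagent addition at room temperature. HEK 293 cells, 250 cells/well, had been incubated with pintool-transferred compound for 48 or 72 hr at 37 degree Celsius.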
# SNCA expr inhib – Primary qHTS assay for inhibitors of alpha-synuclein gene (SNCA) expression. AID 1671194, 2021. Potency, µM (highest dose often 57.2 µM), without a hit: top-dose activity change, negative = inhibition, most hits filed as inhibitors. 140,000 compounds, 0.17% hits. HEK-293 SNCA-luciferase knock-in, luminescence, 24 h;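 note: potency is the fitted concentration of half-maximal effect; plate controls were DMSO cells for no effect and cell-free wells for full effect; nearly all actives have a fitted effect of over 45% in size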
# IP6K1 inhibitor – Primary qHTS assay for small molecule inhibitors of Inositol hexaphosphate kinase 1 (IP6K1). Inositol hexakisphosphate kinase 1 (Homo sapiens), Q92551. IP6K1 kinase, ADP-Glo luminescence, 2 h; stronger effect = lower value. activity change, % (series mostly up to about 58 µM). 140,000 compounds, 0.81% hits; in the data active = activity change below about -25%
# Target sequence (Q92551 whole entry, looked up): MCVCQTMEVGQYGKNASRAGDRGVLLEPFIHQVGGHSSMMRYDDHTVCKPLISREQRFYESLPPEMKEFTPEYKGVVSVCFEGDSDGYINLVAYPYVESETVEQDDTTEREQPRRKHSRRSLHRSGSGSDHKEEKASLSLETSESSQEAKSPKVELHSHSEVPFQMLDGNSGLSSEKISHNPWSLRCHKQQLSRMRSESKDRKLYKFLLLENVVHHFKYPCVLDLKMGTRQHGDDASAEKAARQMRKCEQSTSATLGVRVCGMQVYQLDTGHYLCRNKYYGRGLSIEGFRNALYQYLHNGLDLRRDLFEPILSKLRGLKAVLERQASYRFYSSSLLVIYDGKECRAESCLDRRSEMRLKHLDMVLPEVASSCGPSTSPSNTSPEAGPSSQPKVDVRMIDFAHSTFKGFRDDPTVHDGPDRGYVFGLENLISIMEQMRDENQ
#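 ADP-Glo luminescence measures ADP made by human IP6K1 during a 2 h RT reaction with ATP/IP6 (mix at 1.3 mM/130 uM); top library doses 57.5 and 19.1 uM final.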
# Luciferase inh – Firefly luciferase inhibition profiling of diverse chemical library using quantitative high-throughput screening; 76,000 compounds, 2.5% hits; Luciferin 4-monooxygenase (Photinus pyralis), P08659; purified P. pyralis luciferase, luminescence, biochemical; Potency, µM (doses to about 115 µM), inactives show top-dose activity change, negative = inhibition, usual class: inhibitors; note: potency is the fitted concentration of half-maximal effect; nearly all actives have a fitted effect of over 65% in size
# Target sequence (P08659 whole entry, looked up): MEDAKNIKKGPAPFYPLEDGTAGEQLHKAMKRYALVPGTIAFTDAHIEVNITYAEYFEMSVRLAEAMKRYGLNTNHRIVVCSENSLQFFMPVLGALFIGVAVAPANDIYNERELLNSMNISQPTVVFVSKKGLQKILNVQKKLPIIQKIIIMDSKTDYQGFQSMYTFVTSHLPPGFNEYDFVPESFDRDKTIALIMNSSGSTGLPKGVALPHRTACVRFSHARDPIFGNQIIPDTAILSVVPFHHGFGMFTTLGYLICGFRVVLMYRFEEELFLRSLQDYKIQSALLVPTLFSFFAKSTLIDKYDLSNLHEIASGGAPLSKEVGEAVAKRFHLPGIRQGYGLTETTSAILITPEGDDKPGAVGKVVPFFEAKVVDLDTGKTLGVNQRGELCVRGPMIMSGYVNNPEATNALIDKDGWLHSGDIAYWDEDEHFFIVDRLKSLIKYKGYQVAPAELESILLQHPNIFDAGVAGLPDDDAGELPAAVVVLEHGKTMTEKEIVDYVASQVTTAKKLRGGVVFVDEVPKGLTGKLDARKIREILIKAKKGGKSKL
#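 Cell-free enzyme assay, 10nM P. pyralis luciferase, luciferin and ATP each at 10uM. Inhibition profiled over a 6-point titration, read as luminescence.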
# SNCA viab count – GF-AFC viability counterscreen for inhibitors of alpha-synuclein gene (SNCA) expression; HEK-293-SNCA-luc viability, GF-AFC fluorescence, 24 h; Potency, µM (highest dose often 57.1 µM), for inactives: at the top dose activity change, negative = cytotoxicity, hits mostly cytotoxic; 150,000 compounds, 0.12% hits; AID 1671193, 2021;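 note: potency is the fitted concentration of half-maximal effect; 0% = DMSO-treated cells and -100% = medium-only wells without cells; nearly all actives have a fitted effect of over 30% in size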
#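 Cytotoxicity counterscreen: after 24 h compound treatment of genome-edited SNCA-luciferase HEK-293 cells, live-cell protease substrate GF-AFC read by fluorescence after 30 min; activity scaled between DMSO (0%) and medium-only (-100%), curves Hill-fitted.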
# GPT2 inh – Primary qHTS assay for inhibitors of Glutamate pyruvate transaminase 2 (GPT2); Alanine aminotransferase 2 (Homo sapiens), Q8TD30; Recombinant GPT2, coupled pyruvate oxidase/HRP Amplex Red fluorescence; Potency, µM (titrated, usually from 57.7 µM), inactives show top-dose activity change, negative = inhibition, most hits filed as inhibitors; 100,000 compounds, 0.25% hits; AID 1671188, 2021; note: potency is the fitted concentration of half-maximal effect; nearly all actives have a fitted effect of over 60% in size; many of its hits are not listed in these tables
#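 Fluorescence of coupled pyruvate oxidase/HRP/Amplex Red system (50uM Amplex, 30 min, dark) reports pyruvate formed by GPT2. Enzyme reaction: 10ng/uL GPT2, 2mM L-alanine, 250uM a-KG, 30 min room temperature, pH 7.5; 50uM AOA control.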
# * marks the source's active call; other numbers are inactive results; i = inactive; ? = inconclusive; nt = no result given; [ ] = another dose, or the depositor's remark. Unless noted, calls come from the whole dose curve; as a rule, active = well fitted curve in the direction sought with a large enough effect; inconclusive = small, poorly fitted or top-dose-only effect, or another doubt; inactive = no such curve, though single readings can be large; an effect the other way counts as inactive or inconclusive. Unless noted, % is set by controls: 0 for no effect and ±100 for the full control effect.
Compound	NIH3T3 tox	HEK293 tox	SNCA expr inhib	IP6K1 inhibitor	Luciferase inh	SNCA viab count	GPT2 inh
COc1ccc(C(=O)N2CCN(C(=O)c3nc4cccnc4n(C4CC4)c3=O)CC2)cc1	-20%	-7%	-13%	16	nt	6%	i
COCC(=O)NC1CCN(Cc2cccc(-c3ccc(SC)cc3)c2)CC1	?	?	nt	-1	nt	nt	nt
COCC(=O)N1CCCN(C(=O)C2CC2)c2ccccc21	4%	4%	4%	4	-4%	1%	i
CCOc1ccc2oc(=O)cc(CN3CCN(c4ccc(OC)cc4)CC3)c2c1	nt	nt	-22%	-11	nt	12%	nt
Cc1c(-c2ccccc2)[nH]c2c(CNC(=O)c3ccc(=O)n(C)n3)cc(Cl)cc12	?	28µM*	-6%	0	?	?	-33%
Cc1cnn(CC(=O)N2CCCCCCNC(=O)CC2)c1	-4%	i	-21%	3	8%	2%	i
O=C(c1ccc(Cl)nc1)N1CCC(c2nn(-c3ccc(Cl)cc3)c(=O)[nH]2)CC1	5%	-3%	7%	4	0%	4%	5%
Cc1ccc(N(CC(=O)NC(C)c2ccccc2)S(=O)(=O)c2c(C)noc2C)cc1 (configuration not stated)	nt	nt	28%	0	nt	11%	nt
CC(C)c1nc(-c2ccc(OC3CCN(C(=O)C4(c5ccccc5)CC4)C3)cc2)no1 (configuration not stated)	?	45µM*	-25%	10	-2%	0%	i
COc1ccccc1NC(=O)Nc1ccnn1C1CCN(C(=O)C(C)O)CC1 (configuration not stated)	-4%	5%	8%	7	9%	3%	-4%
O=C(c1ccc(Cl)cc1)N1CC2(CCN(CC3CC3)C2)OCc2ccccc21 (configuration not stated)	?	?	-28%	-22	nt	-8%	i
COc1ccc(CCNC(=O)Cn2c(=O)n(-c3ccc(OC)c(OC)c3)c(=O)c3ccccc32)cc1OC	nt	nt	-37%	0	nt	?	nt
C=CCN1CC2(CCC1=O)CCN(S(=O)(=O)c1ccc(F)cc1)CC2	1%	-2%	-10%	7	2%	3%	1%
CN(Cc1ccccc1)c1nc2c(S(=O)(=O)c3ccccc3)nnn2c2ccsc12	nt	nt	-9%	5	nt	1%	nt
COC(=O)CNC(=O)c1nc2cccnc2n(Cc2ccccc2OC)c1=O	-18%	-2%	-18%	8	nt	-17%	i
COc1ccc(-c2nc3sc(CCNC(=O)c4ccco4)c(C)n3n2)cc1	nt	nt	?	29	nt	-25%	nt
CN(Cc1ccccc1)C(=O)CC1CCN(C(=O)CC2CCCC2)C1 (configuration not stated)	?	?	-5%	6	-5%	-14%[12.5 µM]	2%
COc1cccc(NC(=O)C2CCN(c3nn4cc(-c5ccc(F)cc5)nc4s3)CC2)c1	nt	nt	134%[activator]	-8	nt	4%	nt
CCCC(=O)NC1CCN(c2cnn(CC)c(=O)c2)CC1	3%	-5%	20%	8	7%	11%	3%
CC(C)c1cnc2c(c1SCC(=O)Nc1cccc([N+](=O)[O-])c1)c(=O)n(C)c(=O)n2C	nt	nt	-9%	2	nt	-26%	nt
Cn1cc(CN2CCC3(CC2)COc2ccccc2C(=O)N3)cn1	-8%[138 µM]	-24%[172 µM]	6%[87.6 µM]	2	-8%[172 µM]	2%[87.6 µM]	i
Cn1c(=O)c2c(ncn2Cc2ccc(C(C)(C)C)cc2)n(C)c1=O	nt	nt	nt	5	nt	-16%	-13%
Cc1nnc2ccc(N3CCC(NC(=O)c4ccccc4)CC3)nn12	-17%	-2%	nt	7	nt	nt	nt
COc1ccc(NC(=O)C2CCN(c3ccc(Sc4ccc(C)cc4)nn3)CC2)c(OC)c1	nt	nt	12%	-18	nt	11%	nt
Cc1cccc(OCC(=O)Nc2nnc(S(=O)(=O)N3CCc4ccccc43)s2)c1	nt	nt	37%[activator]	14	nt	1%	nt
O=C(Nc1ccc(C(=O)N2CCN(c3ccc(Cl)cc3)CC2)cc1)c1nsc2ccccc12	nt	nt	34%[activator]	32	nt	?	nt
O=C(Nc1ccc(C(F)(F)F)cc1)C(Cc1ccccc1)n1cccc1 (configuration not stated)	nt	nt	-3%	-2	nt	-6%	nt
Cc1cc(C)c2oc(C(=O)Nc3sc4c(c3C(=O)NCc3ccco3)CCC4)cc(=O)c2c1	nt	nt	-20%	5	nt	2%	nt
Nc1ccn([C@@H]2CS[C@H](CO)O2)c(=O)n1	nt	nt	4%[87.6 µM]	nt	nt	-9%[87.6 µM]	0%[88.5 µM]
CCOC(=O)C1CCC(CN(Cc2c(Cl)cccc2Cl)S(=O)(=O)c2ccc(Cl)cc2)CC1 (configuration not stated)	nt	nt	-5%	5	nt	1%	nt
CC1(C)O[C@H]2[C@@H](O1)[C@@H](C(=O)Nc1cc(F)ccc1F)O[C@@H]1OC(C)(C)O[C@@H]12	nt	nt	1%	-1	nt	11%	nt
CCOc1ccc(N(CC)S(=O)(=O)N2CCCC(C(=O)NCc3ccc(Cl)cc3)C2)cc1 (configuration not stated)	nt	nt	?	3	nt	-19%	nt
CCN(c1ccccc1C)S(=O)(=O)c1nnc(NC(=O)c2ccc(OC)c(OC)c2)s1	nt	nt	?	-2	nt	7%	nt
O=C(NC1CC1)[C@@H]1C[C@H](Oc2ccccc2)CN1C(=O)C1(c2ccccc2)CC1	-6%	-6%	-10%	0	-6%	?	-1%
CCc1ccc(S(=O)(=O)c2cn(CC)c3cc(N4CCCCC4)c(F)cc3c2=O)cc1	nt	nt	13%	19	nt	4%	nt
COc1cccc(CN2CCC3(CC2)NCCc2c3[nH]c3ccc(OC)cc23)c1	?	?	?	-1	-1%	6%[12.5 µM]	i
CCCN(CCC)C(=O)CSc1c2c(nc3ccc(Cl)cc13)CCCC2	nt	nt	19%	5	nt	0%	nt
CCOC(=O)c1cc(=O)c2c(OCC(COc3cccc4oc(C(=O)OCC)cc(=O)c34)OC(=O)[C@@H](N)CCCCN)cccc2o1	nt	nt	-14%[25.6 µM]	-24	nt	-30%[23.9 µM]	?
CC(C)C[C@@H](N)C(=O)N1CCC2(CC1)Nc1ccccc1NC2=O	-2%	3%	11%	49	7%	0%	-6%[11.5 µM]
CCC1CN(C(=O)Nc2cc(Cl)c(OC)cc2OC)c2ccccc2O1 (configuration not stated)	nt	nt	9%	-5	nt	-22%	nt
O=C(C1CCCN(S(=O)(=O)c2cccc3nsnc23)C1)N1CCN(c2ccccc2Cl)CC1 (configuration not stated)	nt	nt	34%[activator]	10	nt	10%	nt
CNC(=O)c1cc(C2CC2)nc2onc(C3CCCN3[S+](=O)([O-])c3cccc(C(F)(F)F)c3)c12 (configuration not stated)	?	?	nt	5	nt	nt	nt
Cc1nc(N2CCC(NC(=O)c3ccc(F)cc3)CC2)cc(C(F)(F)F)n1	-19%	?	-29%	7	5%	-2%	-1%
CNC(=O)c1cc[nH]c1C1CCCN(C(=O)CC2=CCCCC2)C1 (configuration not stated)	-11%	-8%	-3%	27	3%	4%[12.5 µM]	i
COc1cccc(N2CCN(C(=O)c3cc4c(=O)n(Cc5cccnc5)ccc4nc3C)CC2)c1	nt	nt	-2%	0	nt	8%	nt
Cc1cccc(C(=O)N2CCCC(c3nn[nH]n3)C2)c1 (configuration not stated)	4%	4%	-4%	-9	0%	1%	i
COc1cccc(C(=O)N2CCC(N3C[C@H](O)C[C@H]3C(=O)Nc3cccc(C)c3)CC2)c1	2%	i	2%	7	-1%	-17%	1%
O=C(NCCc1ccccc1)C(=O)NCC(c1ccco1)S(=O)(=O)c1ccccc1 (configuration not stated)	nt	nt	14%	-2	nt	7%	nt
COc1ccc(C(=O)Nc2nnc(S(=O)(=O)N3CCN(c4ccc(F)cc4)CC3)s2)cc1	nt	nt	0%	11	nt	5%	nt
O=C(NCc1ccc(Cl)cc1)c1cn2cc(-c3ccccc3)sc2n1	-11%	?	26%	-3	nt	0%	-7%
Cc1nc(CN2CCN(C(=O)c3cnc(-c4cccnc4)nc3)CC2)no1	0%	i	-23%	-1	-9%	-3%	-4%
CCc1ccccc1CN1CCC2(CC1)Cc1ccccc1CNC2=O	-12%	-14%	8%	6	nt	6%	-8%
CCc1ccccc1NC(=O)CN1CCCN(Cc2cc(C)ccc2C)S1(=O)=O	nt	nt	5%	-9	nt	4%	nt
O=C(NC1CCCC1)C1CCN(C(=O)N2CC3CC(C2)[C@H]2CCCC(=O)N2C3)CC1 (some centres not stated)	-1%	-3%	5%	8	8%	1%	i
Cc1cc(N)n(CC(=O)N[C@@H]2COCC[C@H]2Oc2ccc(C(N)=O)cc2)n1	4%	-2%	4%	7	1%	3%	2%
CCN1CCN(c2oc(/C=C/c3ccc(OC)c(OC)c3)nc2C#N)CC1	nt	nt	20%	-14	nt	5%	nt
COc1cc(F)c(C(C)C)cc1-c1ccc(C(F)(F)F)cc1CN1C(=O)O[C@H](c2cc(C(F)(F)F)cc(C(F)(F)F)c2)[C@@H]1C	nt	nt	15%	nt	nt	8%	-2%
COc1ccc(Cl)cc1NC(=O)N1CC(=O)Nc2sc3c(c2C1c1ccccc1)CCCC3 (configuration not stated)	nt	nt	?	-2	nt	-2%	nt
Cc1nn(-c2ccccc2)c2c1C(C1CC1)N(CC1CN(C(=O)NC(C)C)C1)C2=O (configuration not stated)	-29%	?	nt	-7	nt	nt	nt
CCc1ccc2oc(-c3cc(NC(=O)c4cccs4)ccc3Cl)nc2c1	nt	nt	-7%	-8	nt	10%	nt

# Later entries:
Compound	NIH3T3 tox	HEK293 tox	SNCA expr inhib	IP6K1 inhibitor	Luciferase inh	SNCA viab count	GPT2 inh
CC(C)(C)C(=O)N1CCC2(CC1)CC(c1cccc(C(F)(F)F)c1)=NO2	-26%	?	nt	17	nt	nt	nt
O=C1NCC2(CCN(C(=O)c3ccc(Cl)cc3)CC2)Oc2ccccc21	?	?	-7%	-3	nt	-10%	i
CCOc1ccc(NC(=O)N2CC3CC(C2)[C@H]2CCCC(=O)N2C3)cc1 (some centres not stated)	5%	1%	-5%	4	-4%	8%	i
COC(=O)c1sc(NC(=O)/C=C/c2ccc(OC)c(OC)c2)c(C(=O)OC)c1C	nt	nt	40%[activator]	2	nt	1%	nt
